# High-throughput results: PubChem, National Center for Advancing Translational Sciences (NCATS)
# RGS4 inh: human RGS4 inhibition; P49798; Transcreener GDP fluorescence polarization, RGS4-accelerated GTP hydrolysis; Potency, µM (doses to about 114 µM), without a hit: top-dose activity change, negative = inhibition, most hits filed as inhibitors; 0.039% of 390,000 active; further: potency means the concentration at half of the fitted maximal effect; on the % scale 0 is the no-effect control and ±100 the full control effect; nearly all actives have a fitted effect of over 75% in size; some results filed as inactive show a strong effect at the top dose
# Target sequence (P49798 whole entry, looked up): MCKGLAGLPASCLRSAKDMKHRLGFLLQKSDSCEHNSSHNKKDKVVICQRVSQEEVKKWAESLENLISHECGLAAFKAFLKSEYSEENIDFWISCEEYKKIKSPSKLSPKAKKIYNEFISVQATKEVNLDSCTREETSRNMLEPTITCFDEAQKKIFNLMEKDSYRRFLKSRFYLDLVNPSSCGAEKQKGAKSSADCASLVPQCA
#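 MLSMR compounds (23 nl, pin-transferred) preincubated 10 min at room temperature with a 500nM (2x) first reagent, then RGS4 at 900nM (2x) plus Transcreener GDP mix added; fluorescence polarization (620/688 nm) read before and after 90 min at 30 °C.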
# Vif-APOBEC3F blk: Vif-A3F binding inhibition. HeLa A3F-eYFP + Vif (tagged APOBEC3F with the HIV-1 protein that degrades it), YFP fluorescence increase. Potency, µM (highest dose often 46.1 µM), without a hit: top-dose activity, negative = active. 0.2% of 390,000 active. AID 602313; further: potency means the concentration at half of the fitted maximal effect; % of control where 0% means no effect; nearly all actives have a fitted effect of over 65% in size
#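 HeLa cells stably expressing Vif plus C-terminally eYFP-tagged A3F were seeded, incubated overnight at 37 deg C, dosed with compound, incubated overnight again at 37 deg C. Yellow fluorescence (Ex 488/Em 500-530) reported blocked Vif-mediated A3F-eYFP degradation.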
# 12-LOX inh: inhibitors of human 12S-lipoxygenase ALOX12. P18054. AID 1671190. purified 12hLO, xylenol orange hydroperoxide absorbance. Potency, µM (highest dose often 108 µM), for inactives: at the highest dose activity change, negative = inhibition, most hits filed as inhibitors. 1.1% of 580,000 active; further: potency means the concentration at half of the fitted maximal effect; on the % scale 0 is the no-effect control and ±100 the full control effect
# Target sequence (P18054 whole entry, looked up): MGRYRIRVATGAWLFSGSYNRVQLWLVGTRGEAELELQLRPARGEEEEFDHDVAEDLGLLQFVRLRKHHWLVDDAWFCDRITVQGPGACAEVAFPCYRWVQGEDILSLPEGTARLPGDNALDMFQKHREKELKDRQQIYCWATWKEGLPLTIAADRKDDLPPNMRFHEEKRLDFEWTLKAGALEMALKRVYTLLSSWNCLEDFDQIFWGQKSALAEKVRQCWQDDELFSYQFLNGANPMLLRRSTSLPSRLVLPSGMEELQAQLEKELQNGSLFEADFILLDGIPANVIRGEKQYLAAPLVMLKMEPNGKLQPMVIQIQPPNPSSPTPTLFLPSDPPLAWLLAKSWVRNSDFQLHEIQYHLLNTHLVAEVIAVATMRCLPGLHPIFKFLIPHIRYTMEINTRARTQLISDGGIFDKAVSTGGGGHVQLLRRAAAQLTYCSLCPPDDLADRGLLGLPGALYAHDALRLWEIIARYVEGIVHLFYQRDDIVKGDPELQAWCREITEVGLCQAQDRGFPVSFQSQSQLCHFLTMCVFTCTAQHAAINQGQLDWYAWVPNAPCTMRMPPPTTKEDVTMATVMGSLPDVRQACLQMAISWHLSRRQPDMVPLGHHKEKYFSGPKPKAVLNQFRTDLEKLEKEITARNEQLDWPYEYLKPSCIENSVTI
#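 Hydroperoxide product was detected by ferrous iron/xylenol orange as the 573 to 405 nm absorbance ratio. Arachidonic acid at 40 uM (final) was turned over for 30 min at room temperature by 150 nM human 12hLO, pH 7.0 Hepes buffer, after 15 min compound preincubation.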
# D2 ag: D2 dopamine receptor (human) agonism | P14416 | HEK293 T-REx D2 cells, calcium flux agonist mode | activation, % at 2 µM | 0.53% of 340,000 active | AID 485358;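 active means activation over 3 SD above normal in the single-dose calcium agonist read, cut at about 30% in these data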; further: 0% is about no effect
#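 Calcium-flux readout, 1 cycle/sec over 180 s following compound pin transfer, in inducible HEK293 Trex D2 cells (force-coupled); dopamine controls included. Positive calcium responses during this window marked compounds as potential agonists.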
# LDHA block: blocks human lactate dehydrogenase A. P00338. purified LDHA, NADH/diaphorase-resazurin fluorescence; stronger effect = lower value. activity change, % (values are at about 110 or 230 µM). 0.15% of 480,000 active. AID 1347041; in the data active means activity change below about -30%; inconclusive means mostly about -25% to -30%;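 further: plate controls were DMSO wells for no effect and wells without enzyme for full effect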
#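 Enzyme activity of human lactate dehydrogenase 5 (2 nM; 0.06 mM NADH, 0.2 mM pyruvate, 5 min, RT) is measured via a resazurin/diaphorase fluorescence readout of residual NADH.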
# GRP78 ERSR act: induces the endoplasmic reticulum stress response in human glioma cells; U87-MG GRP78 promoter luciferase reporter, 16 h; Potency, µM, without a hit: at the top dose activation, actives largely listed as activators; 0.02% of 420,000 active; AID 602332; further: potency means the concentration at half of the fitted maximal effect; series mostly up to about 76 µM; % of control where 0% means no effect; nearly all actives have a fitted effect of over 35% in size
#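 Stably transfected U87-MG glioma cells carrying a GRP78-based luciferase sensor; 16 h compound incubation. Luminescence end-point read 10 min after Bright-Glo addition at room temperature.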
# ERG-DNA inh: inhibitors of human ERG Ets domain-DNA interaction; Potency, µM (doses to about 76.9 µM), inactives show at the top dose FP activity, negative = inhibition, usual class: inhibitors; 0.028% of 370,000 active; fluorescence polarization, His-ERG Ets domain / labelled DNA; AID 624246; active means well fitted inhibition curve with a large enough effect in the polarisation, with a control signal flat; inconclusive means small, poorly fitted or top-dose-only effect, or effect the other way, or a change in a side signal; inactive means no such curve, though single readings can be large or run the other way; the % refers to the polarisation;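 further: polarization taken with two DNA probes labelled with fluorescein and Texas red; potency means the concentration at half of the fitted maximal effect; % of control where 0% means no effect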
#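 His-tagged ERG Ets domain (1 uM in the protein solution; 300mM KCl, 50mM Tris-HCl, 1mM EDTA, 1mM DTT, pH 7.5) received compound, then a probe mix of 5 nM fluorescein-DNA and 100nM Texas-615-DNA. Fluorescence polarization was read for both dyes.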
# Vif-APOBEC3G blk: inhibitors of Vif-APOBEC3G interaction | 0.076% of 410,000 active | AID 602310 | HeLa A3G-eYFP + Vif (tagged APOBEC3G with the HIV-1 protein that degrades it), YFP fluorescence, overnight | Potency, µM (titrated, usually from 46.1 µM), for inactives: top-dose activity, negative = active, hits mostly inhibitors;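 further: potency means the concentration at half of the fitted maximal effect; on the % scale 0 is the no-effect control and ±100 the full control effect; nearly all actives have a fitted effect of over 60% in size; hits raise eYFP signal because A3G escapes Vif-driven loss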
#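 Read-out is eYFP fluorescence (Ex 488/Em 500-530) from Vif-expressing HeLa A3G-eYFP cells; more signal means A3G escaped Vif-mediated degradation. Cells plated overnight, compound pinned in, incubated overnight at 37 deg C.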
# D2 antag: D2 dopamine receptor (human) antagonism | P14416 | HEK293 TREx D2 cells, calcium flux, dopamine EC80 | 2% of 340,000 active | AID 485344 | inhibition, % at 10 µM; in the data active means inhibition above about 30%; further: 0% is about no effect
#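 Dopamine at EC80 is the agonist stimulus; test compounds precede it by 180 s. Calcium flux read kinetically in a force-coupled, inducible HEK293 T-REx D2 cell line.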
# Numbers without * were called inactive; i = inactive; ? = inconclusive; · = no result given; & = joins results of further samples; [ ] = another dose, or the depositor's remark. Unless noted, the call rests on the fitted dose curve; in most records, active means well fitted curve in the direction sought with a large enough effect; inconclusive means small, poorly fitted or top-dose-only effect, or another doubt; inactive means no such curve, though single readings can be large; an effect the other way counts as inactive or inconclusive.
SMILES,RGS4 inh,Vif-APOBEC3F blk,12-LOX inh,D2 ag,LDHA block,GRP78 ERSR act,ERG-DNA inh,Vif-APOBEC3G blk,D2 antag
COCC(=O)N(Cc1nc2ccccc2c(=O)[nH]1)Cc1cccs1,1%[11.4 µM],1%,179%[activator][57.4 µM],0.4,-6,-5%,-8%,1%,-2
CCOC(=O)CC(=O)COc1nc2cc3c(nc2o1)CCCC3,-16%,5%,?,·,-2,5%,5%,0%,·
CC(=O)C[C@@H](O)CC(=O)[C@@H]1OC(=O)[C@H](C)C/C=C\Cc2ccccc21,4%,4%,-29%,·,-8,-2%,-5%,1%,·
COc1ccc(C(=O)CSc2nccn2C)cc1,-36%,6%,-22%,-0.6,-2,-2%,2%,1%,10
O=C(CN(C(=O)c1csnn1)c1cccc2ccccc12)NCc1ccc(F)cc1,-14%,3%,15%,2.8,2,-3%,14%,0%,-2
O=C(COC(=O)c1c2c(nc3ccccc13)CCN(Cc1ccccc1)C2)Nc1c(F)cccc1F,16%,-9%,-19%,0.1,1,-2%,-2%,-10%,-21
CC1CCN(S(=O)(=O)c2ccc3c(c2)N(CC(=O)NCc2ccccc2Cl)C(=O)CS3)CC1,-4%,5%,-20%,-0.5,-8,-1%,1%,2%,·
COc1ccc2nc(NC(=O)CCNC(=O)c3ccccc3Cl)sc2c1,4%,0%,9%&0%,0.8,6&-4,2%,2%,-2%,-9
CN(C)S(=O)(=O)c1ccc(N2CCCC2)c(C(=O)Nc2nc(-c3ccc(F)cc3)cs2)c1,-11%,-1%,31%[activator],-0.5,-4,-2%,0%,-2%,-10
CC(C)Oc1ccc(CNC(=O)CCC(=O)N2CC(C)Sc3ccccc32)cc1 (stereo not drawn),-39%,0%,217%[activator],0.2,0,-1%,-10%,1%,4
COC(=O)Cc1ccc(NC(=O)c2cccs2)cc1,-2%,-4%,58%[activator][57.4 µM],0.8,-2,2%,-5%,1%,-18
CC1CN(c2nnc(NC(=O)c3ccccc3)s2)CC(C)O1 (stereo not drawn),16%[56.9 µM],-3%,1%,-0.2,-3,5%,-4%,-5%,-14
COc1ccccc1N1CCN(CC(O)COc2ccc(S(=O)(=O)N3CCOCC3)cc2)CC1 (stereo not drawn),-14%,6%,-25%,71*,-3,0%,·,1%,92*
O=C1CN(C(=O)COc2ccc(Cl)cc2Cl)c2ccccc2N1,-13%,3%,-5%,0.9,-7,-1%,11%,-4%,30*
Cc1cc(C)nc(SCC(=O)c2ccc(C)c(C)c2)n1,-5%,-4%,15%,-0.6,1,1%,5%,-1%,-12
COC(=O)c1ccc(CNC(=O)COC(=O)Cc2ccsc2)cc1,14%,11%,-6%,0.1,-4,-4%,2%,1%,2
CCC(Oc1ccccc1)C(=O)NCc1ccc(S(N)(=O)=O)cc1 (stereo not drawn),5%,0%,13%,0.7,-1,0%,-14%,-7%,3
OCCC1CN(Cc2cnc(-c3ccccc3)s2)CCN1C1CCCCC1 (stereo not drawn),2%,-2%,-2%,0.1,1,-7%,10%,1%,10
Cc1c(CC(=O)O)c(=O)oc2cc(OCc3ccc(Cl)cc3)ccc12,9%,1%,0%,0.4,-3,2%,16%,2%,-4
CCCn1cnc2cc(NCc3ccc(Br)cc3)ccc21,-10%,-5%,-17%,3.6,15,6%,-5%,-4%,17
O=C(Nc1cccnc1)C1Cc2c(-c3cccc(F)c3)ccnc2O1 (stereo not drawn),·,·,-4%,·,-11,-5%,·,-4%,·
CCOCCCNC(=O)CCc1nnc2n(CCC(C)C)c(=O)c3ccccc3n12,-33%[56.9 µM],5%,-12%,-1.7,-2,0%,-1%,-8%,-1
CCCCNC(=O)CSc1c2c(nc3ccc(Cl)cc13)CCCC2,-8%,-2%,?,-1.8,5&0,-7%,8%,-1%,·
CC(C)(C)N1C(=O)[C@H]2[C@@H](c3ccc(Br)cc3)N3C(=O)N(c4cccc(Cl)c4)C(=O)[C@@]3(C)[C@H]2C1=O,2%,4%,20%,·,-1,-5%,21%,1%,·
CCCCn1c(N)c(N(CCC(C)C)C(=O)C2CCCO2)c(=O)[nH]c1=O (stereo not drawn),-22%,0%,10%,-0.2,-2,-2%,31%[activator],0%,7
COC(=O)C1CSC2c3ccccc3C(=O)N12 (stereo not drawn),-22%,2%,13%,·,-5,-2%,-3%,-6%,·
O=[N+]([O-])c1cccc(-c2ccc(C(=S)N3CCOCC3)o2)c1,-25%,-1%,5%,-0.2,4,-1%,10%,-6%,61*
CCN(CC)c1nc2ccccc2nc1C(C#N)C(=O)NCCc1ccccc1 (stereo not drawn),-4%,?,0%,2.7,0,-5%,0%,-13%,4
O=C(COc1ccc(F)cc1)c1c(O)cc(O)cc1O,7%,-11%,-21%,0.3,-10,-1%,-8%,-3%,7
O=C(CCl)Nc1ccccc1Sc1ccc(Cl)cc1,-21%,1%,-23%,0.0,0,-15%,6%,-26%,9

# Ordered by the number under Vif-APOBEC3G blk (falling): 3 from the list above.
structure	Vif-APOBEC3G blk
CCCCn1c(N)c(N(CCC(C)C)C(=O)C2CCCO2)c(=O)[nH]c1=O (stereo not drawn)	0%
COC(=O)C1CSC2c3ccccc3C(=O)N12 (stereo not drawn)	-6%
CCOCCCNC(=O)CCc1nnc2n(CCC(C)C)c(=O)c3ccccc3n12	-8%

# Other compounds follow:
SMILES,RGS4 inh,Vif-APOBEC3F blk,12-LOX inh,D2 ag,LDHA block,GRP78 ERSR act,ERG-DNA inh,Vif-APOBEC3G blk,D2 antag
Cc1cc(=O)oc2cc(OC(=O)c3ccccc3)ccc12,6%,-8%,7%,·,-6,-2%,10%,-2%,·
Cc1ccc(C2=NOC(=O)/C2=C\c2ccccc2)cc1,?,-23%,?,·,-19,5%,2%,-3%,·
CC(C(=O)Nc1ccc(C#N)cc1)N(C)CC(=O)Nc1ccccc1Br (stereo not drawn),17%,-1%,10%,·,-4,-6%,7%,-4%,·
O=C(O)c1cccc(NS(=O)(=O)c2cc(S(=O)(=O)c3ccc(Cl)cc3)ccc2Cl)c1,0%,3%,i,1.7,-7,-2%,1%,0%,-3
Cc1ccc(S(=O)(=O)c2[nH]c(-c3ccccc3)nc2SCC(N)=O)cc1,8%,-9%,?,-0.9,4&-10,-2%,-11%,-3%,·
COC(=O)c1ccc(NC(=S)NCCc2ccccc2)cc1,-9%,2%,?,-1.1,-5,-1%,3%,6%,-9
CCOc1ccccc1CNc1ccc(O)cc1,?,12%,?,0.1,6,17%,?,-26%,-2
CN(CC(=O)Nc1ccc(F)c(F)c1F)C(=O)c1ccc(-n2cncn2)cc1,9%,9%,0%,0.6,-5,3%,4%,-1%,9
CC(C)[C@H](NC(=O)NC1CCCc2ccccc21)C(=O)O (stereo partly drawn),21%,0%,-13%,-0.3,1,-3%,·,0%,5
CCOC(=O)c1c(-c2ccc(C)cc2)csc1NC(=O)C1CCCO1 (stereo not drawn),2%,-3%,-5%,0.4,1,1%,-11%,1%,18
CC(C)OCCCNC(=O)CCN1C(=O)COc2ccccc21,-1%,-1%,7%,1.2,3,-3%,·,0%,9
O=C(CCSc1ccc(Cl)c(Cl)c1)NC12CC3CC(CC(C3)C1)C2,33%,-6%,-9%,-0.6,-4,10%,-7%,1%,26
NC(=O)COc1ccc(/C=N/NS(=O)(=O)c2ccccc2)cc1,-6%,?,?,0.7,-11,-3%,2%,6%,4
Cc1ccc2oc(-c3cc(NC(=O)c4ccco4)ccc3Cl)nc2c1,-24%,1%,?,0.6,-13,-1%,?,-15%,·
COc1cc(/C=C/c2[nH]c(=O)[nH]c(=O)c2[N+](=O)[O-])cc([N+](=O)[O-])c1O,-44%,8%,-18%,-0.3,0,-6%,-1%,0%,-12
CN(C(=O)CSc1cn(CC(=O)N2CCCCCC2)c2ccccc12)c1ccccc1,6%,-7%,-11%,0.3,0,0%,-5%,6%,·
COc1ccc(CNC(=O)CN(C(=O)c2csnn2)c2cccc3c2CCCC3)cc1,-1%,0%,-16%,-0.2,2,-3%,3%,2%,-24
O=C(COc1ccc(/C=N/NC(=O)c2cc3ccccc3o2)cc1Cl)Nc1ccccc1,-128%,-11%,·,0.1,-11,-2%,·,-19%,-5
COc1ccccc1-n1cnnc1SCC(=O)Nc1ncc(Cl)cc1Cl,?,·,-17%,0.6,-2,-1%,8%,-2%,-5
CCOC(=O)c1c(N)nn(C(C)=O)c1-c1ccccc1,11%,1%,-11%,-0.3,-5,-1%,3%,-6%,-13
Cc1ccc(-c2nc3ccccc3s2)cc1NC(=O)COc1ccccc1,19%,4%,?,·,-8,-2%,5%,-5%,·
CCN(CC)CCCNc1cc(-c2ccccc2)nc(C)n1,-14%,-10%,-20%,1.3,-1,-2%,0%,-3%,·
Cc1c(N(C)S(=O)(=O)c2ccc(Cl)c(C(=O)NCC(C)(C)N3CCOCC3)c2)c(=O)n(-c2ccccc2)n1C,14%,0%,78%[activator],·,-2,1%,11%,-3%,·
Cc1ccc2c(c1)c1c(n2CC(O)CNC2CCCC2)CCCC1 (stereo not drawn),6%,-9%,?,3.0,-6,-4%,2%,-14%,-8
O=C(NNC(=O)c1ccc[nH]1)c1cc(Cl)cc(Cl)c1,-10%,-6%,0%,-2.3,-3,-3%,9%,2%,5

# Not all compounds are listed; count on the stated rates, not on these rows.
